LDHA inh: LDHA (human) enzyme inhibition. purified LDHA, NADH/diaphorase-resazurin fluorescence; hits give low values. activity change, % (values are at about 110 or 230 µM). AID 1347041. 480,000 tested, 0.15% active; in the data active means activity change below about -30%; inconclusive means mostly about -25% to -30%;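 further: plate controls were DMSO wells for no effect and wells without enzyme for full effect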
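Remaining NADH was detected by diaphorase (0.133 mg/mL) converting 37 µM resazurin to fluorescent resorufin, read at 0 and 20 minutes. The preceding 5-minute room-temperature reaction used 2 nM LDHA, 0.2 mM sodium pyruvate and 0.06 mM NADH at pH 7.4.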
USP1 inh: USP1/UAF1 (human) deubiquitinase inhibition. O94782. recombinant USP1/UAF1, Ub-Rhodamine cleavage fluorescence. Potency, µM (top dose mostly 57.1 µM), without a hit: at the top dose activity change, negative = inhibition, usual class: inhibitors. 390,000 tested, 0.23% active. AID 743255; further: potency means the concentration at half of the fitted maximal effect; on the % scale 0 is the no-effect control and ±100 the full control effect; nearly all actives have a fitted effect of over 60% in size; inactives centre near -12
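High-throughput fluorogenic screen: 1nM USP1/UAF1 complex, Ub-Rho substrate 150nM final, 50mM HEPES pH 7.8 with 0.5mM EDTA, 0.1 mg/ml BSA, 1mM TCEP and 0.01% Tween-20.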
Vif-APOBEC3F blk: Vif-A3F binding inhibition. HeLa A3F-eYFP + Vif (tagged APOBEC3F with the HIV-1 protein that degrades it), YFP fluorescence increase. Potency, µM (series often up to 46.1 µM), without a hit: top-dose activity, negative = active. 390,000 tested, 0.2% active; further: potency means the concentration at half of the fitted maximal effect; % of control where 0% means no effect; nearly all actives have a fitted effect of over 65% in size
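HeLa cells stably expressing Vif plus C-terminally eYFP-tagged A3F were seeded, incubated overnight at 37 deg C, dosed with compound, incubated overnight again at 37 deg C. Yellow fluorescence (Ex 488/Em 500-530) reported blocked Vif-mediated A3F-eYFP degradation.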
TrxR1 inh: inhibitors of rat thioredoxin reductase 1; O89049; recombinant rTrxR1, NADPH fluorescence consumption, selenite substrate; Potency, µM (doses to about 114 µM), for inactives: at the highest dose activity change, negative = inhibition, usual class: inhibitors; 390,000 tested, 1% active; AID 588453; further: potency means the concentration at half of the fitted maximal effect; on the % scale 0 is the no-effect control and ±100 the full control effect; nearly all actives have a fitted effect of over 65% in size
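Rat TrxR1 (90 nM in the dispensed reagent) was pre-reduced with 400 uM NADPH for 5 min at room temperature, then incubated with compound for 15 min. After 400 uM selenite was added, NADPH fluorescence (Ex 340/Em 450 nm) was followed for 8 min.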
GRP78 ERSR act: inducers of ER stress response in human glioma cells | U87-MG GRP78 promoter luciferase reporter, 16 h | AID 602332 | 420,000 tested, 0.02% active | Potency, µM, without a hit: at the highest dose activation, hits mostly activators; further: potency means the concentration at half of the fitted maximal effect; series mostly up to about 76 µM; % of control where 0% means no effect; nearly all actives have a fitted effect of over 35% in size
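Stably transfected U87-MG human glioma cells carrying a GRP78-based luminescent sensor were seeded at 1000 cells/well, pin-dosed with compounds and incubated 16 h. Luciferase reagent was then added, and end-point luminescence was read after 10 min at room temperature.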
mIDH1 inhibitor: human IDH1 R132H inhibition | AID 602179 | 390,000 tested, 0.093% active | IDH1-R132H enzyme, NADPH consumption, diaphorase/resazurin fluorescence | Potency, µM (titrated, usually from 76.6 µM), without a hit: top-dose activity change, negative = inhibition, hits mostly inhibitors; further: potency means the concentration at half of the fitted maximal effect; on the % scale 0 is the no-effect control and ±100 the full control effect; nearly all actives have a fitted effect of over 65% in size
Target sequence (O75874 whole entry R132H, stated change not applied): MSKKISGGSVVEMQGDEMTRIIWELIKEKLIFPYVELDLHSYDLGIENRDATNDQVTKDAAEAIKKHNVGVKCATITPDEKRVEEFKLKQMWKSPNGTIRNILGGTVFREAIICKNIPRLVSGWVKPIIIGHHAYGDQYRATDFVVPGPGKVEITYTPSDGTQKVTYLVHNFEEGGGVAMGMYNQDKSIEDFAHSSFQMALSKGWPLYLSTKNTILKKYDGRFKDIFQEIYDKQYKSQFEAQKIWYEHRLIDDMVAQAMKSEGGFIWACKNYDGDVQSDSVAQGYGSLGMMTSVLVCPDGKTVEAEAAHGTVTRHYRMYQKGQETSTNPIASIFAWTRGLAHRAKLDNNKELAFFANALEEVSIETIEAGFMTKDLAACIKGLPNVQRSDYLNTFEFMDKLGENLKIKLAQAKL
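IDH1-R132H (0.5 ug/mL) preincubated 30 min with compound, then NADPH (0.016 mM) and alpha-KG (2 mM) added; 80 min at RT, pH 7.5. Remaining NADPH coupled via diaphorase/resazurin to fluorescence (540/590 nm); concentration-response curves normalized to no-enzyme control.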
RGS4 inh: inhibitors of human regulator of G protein signaling 4. P49798. Transcreener GDP fluorescence polarization, RGS4-accelerated GTP hydrolysis. Potency, µM (titrated, usually from 114 µM), for inactives: top-dose activity change, negative = inhibition, usual class: inhibitors. 390,000 tested, 0.039% active; further: potency means the concentration at half of the fitted maximal effect; on the % scale 0 is the no-effect control and ±100 the full control effect; nearly all actives have a fitted effect of over 75% in size; some results filed as inactive show a strong effect at the top dose
Target sequence (P49798 whole entry, looked up): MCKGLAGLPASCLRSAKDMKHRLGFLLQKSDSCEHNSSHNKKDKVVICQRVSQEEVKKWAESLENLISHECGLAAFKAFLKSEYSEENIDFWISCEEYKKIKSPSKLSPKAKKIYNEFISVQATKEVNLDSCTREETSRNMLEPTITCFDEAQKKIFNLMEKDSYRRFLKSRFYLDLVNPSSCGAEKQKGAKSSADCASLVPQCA
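MLSMR compounds (23 nl, pin-transferred) preincubated 10 min at room temperature with a 500nM (2x) first reagent, then RGS4 at 900nM (2x) plus Transcreener GDP mix added; fluorescence polarization (620/688 nm) read before and after 90 min at 30 °C.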
Vif-APOBEC3G blk: blocks the Vif interaction with human APOBEC3G. HeLa A3G-eYFP + Vif (tagged APOBEC3G with the HIV-1 protein that degrades it), YFP fluorescence, overnight. Q9HC16. AID 602310. Potency, µM (titrated, usually from 46.1 µM), for inactives: top-dose activity, negative = active, most hits filed as inhibitors. 410,000 tested, 0.076% active;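 further: potency means the concentration at half of the fitted maximal effect; on the % scale 0 is the no-effect control and ±100 the full control effect; nearly all actives have a fitted effect of over 60% in size; hits raise eYFP signal because A3G escapes Vif-driven loss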
Target sequence (Q9HC16 whole entry, looked up): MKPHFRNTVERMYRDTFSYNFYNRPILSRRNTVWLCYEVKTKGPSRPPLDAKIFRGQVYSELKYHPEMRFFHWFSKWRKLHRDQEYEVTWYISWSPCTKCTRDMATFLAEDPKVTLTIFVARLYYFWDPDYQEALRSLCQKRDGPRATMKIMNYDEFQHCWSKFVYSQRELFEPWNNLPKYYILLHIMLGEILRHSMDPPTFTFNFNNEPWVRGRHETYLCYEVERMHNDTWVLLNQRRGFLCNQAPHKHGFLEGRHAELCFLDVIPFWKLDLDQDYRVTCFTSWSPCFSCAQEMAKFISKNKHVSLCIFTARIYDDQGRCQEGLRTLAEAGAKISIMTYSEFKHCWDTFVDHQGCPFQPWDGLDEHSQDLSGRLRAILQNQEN
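HeLa cells stably expressing Vif and C-terminally eYFP-tagged A3G, seeded overnight at 37 deg C, then exposed to compound by pintool overnight at 37 deg C. Rise in yellow fluorescence (Ex 488/Em 500-530, Acumen) marks blocked Vif-driven A3G degradation.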
TrxR1 substrate: rat thioredoxin reductase 1 substrate activity; O89049; purified TrxR1 substrate turnover, NADPH consumption readout; Potency, µM (series often up to 114 µM), for inactives: top-dose activity change, negative = substrate turnover; 390,000 tested, 0.01% active; AID 588456; further: potency means the concentration at half of the fitted maximal effect; on the % scale 0 is the no-effect control and ±100 the full control effect; nearly all actives have a fitted effect of over 50% in size
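Rat TrxR1, dispensed at 90 nM, was prereduced with 400 uM NADPH (final) for 5 min at ~22 deg C, then incubated with compound 15 min before 400 uM selenite. A first-read NADPH fluorescence drop versus no-compound background flagged substrates.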
* = called active by the depositor; ? = inconclusive; / = no result given; & = joins results of further samples; [ ] = remark or other dose. Unless noted, the call rests on the fitted dose curve; in most records, active means well fitted curve in the direction sought with a large enough effect; inconclusive means small, poorly fitted or top-dose-only effect, or another doubt; inactive means no such curve, though single readings can be large; an effect the other way counts as inactive or inconclusive. The list is partial; rates above refer to the full screens.

SMILES | LDHA inh | USP1 inh | Vif-APOBEC3F blk | TrxR1 inh | GRP78 ERSR act | mIDH1 inhibitor | RGS4 inh | Vif-APOBEC3G blk | TrxR1 substrate
Cc1ccc(Cn2nnnc2CN2CCC(NC(=O)c3ccc(Br)cc3)CC2)cc1 | -1.3 | -17.3% | -2.4% | -13.8%[57.1 µM] | 5.5% | 5.6% | -6.2% | 3.6% | -15.0%[57.1 µM]
Cc1nc([N+](=O)[O-])cn1-c1nc2ccccn2c1[N+](=O)[O-] | 0.1 | -13.3% | -5.6% | ? | -6.1% | 5.4% | -33.1% | -0.5% | -15.5%
COc1cc(OC)c2c(C)c(CC(=O)NCc3ccccc3OC)c(=O)oc2c1 | 9.3&0.6 | -22.8% | -1.4% | 116.5%[activator] | -5.1% | -9.7% | -31.4% | -21.2% | 162.1%[activator]
CC(C)(Cc1ccc(O)cc1)NC(=O)CC(=O)N/N=C/c1ccc([N+](=O)[O-])cc1 | -7.0 | -20.2% | 10.8% | -10.7%[57.1 µM] | -2.0% | 21.1% | 14.8% | -11.2% | -6.7%[57.1 µM]
CCc1ccc(/C=C2\SC(N3CCCC3)=NC2=O)cc1 | -1.6 | -3.6% | -4.8% | 8.0%[57.1 µM] | 2.7% | 7.3% | -26.7% | -0.6% | -12.9%
CCOc1ccc(CC(=O)N/N=C/c2cccnc2)cc1 | -6.5 | -0.9% | -3.1% | -2.7%[57.1 µM] | -1.2% | 1.5% | 4.1% | -2.2% | -8.2%[57.1 µM]
CCCCN1CNC(=S)N(CCc2ccc(OCC)c(OCC)c2)C1 | -7.0 | 3.8% | -3.2% | 22.8%[57.1 µM] | -9.0% | 4.8% | 15.6% | -3.4% | 5.4%[57.1 µM]
CC(NC(=O)c1ccco1)C(=O)N1CC=C(c2ccccc2)CC1 (stereo not drawn) | -9.3 | -5.4% | 3.5% | 10.9% | -4.0% | -14.3% | -6.8% | -12.3% | 1.4%
O=C(NCCCl)Nc1ncn[nH]1 | -5.9 | -13.6% | 15.5% | 12.1%[11.4 µM] | -2.2% | 1.7% | -22.1% | 1.0% | -4.5%[57.1 µM]
Cc1cc2nc(-c3ccc(OCc4ccccc4)cc3)cc(C(F)(F)F)n2n1 | -8.8 | 0.6% | -4.6% | 29.4% | 1.1% | 4.2% | 3.1% | -0.4% | 27.3%
Cn1ncc(Cl)c1C(=O)N1CCN(c2ccc(Cl)c(Cl)c2)CC1 | -6.9 | -12.5% | -4.9% | 8.3% | -2.8% | 6.7% | 3.3% | -2.6% | -4.0%
N=c1c(S(=O)(=O)c2ccc(Br)cc2)cc2c(=O)n3ccccc3nc2n1C1CCCC1 | -2.2 | -1.0% | -25.8% | 2.3% | -3.3% | -5.9% | -0.1% | -3.3% | 22.0%
COc1ccc(C(=O)Nc2ccc(N3CCN(C(=O)C(C)C)CC3)cc2)cc1[N+](=O)[O-] | -6.4 | -6.1% | -12.2% | 9.3%[57.1 µM] | -1.6% | 1.6% | 11.3% | -0.8% | 7.8%[57.1 µM]
O=C(Oc1cccc(NC(=O)c2ccco2)c1)c1cccc(S(=O)(=O)N2CCCCC2)c1 | 1.4 | -20.1% | -0.7% | 12.1%[57.1 µM] | 0.6% | 0.8% | -19.3% | -4.3% | 8.3%[57.1 µM]
O=C(COC(=O)C1CCN(S(=O)(=O)c2cccs2)CC1)Nc1ccccc1Br | -4.4 | -13.4% | 0.8% | 15.0% | -3.2% | 3.9% | -11.9% | -0.2% | 2.4%
COc1ccc(OC)c(N2C(=O)CC(C(C)c3ccccc3)C2=O)c1 (stereo not drawn) | -1.9 | -10.9% | 4.4% | -12.0% | -2.4% | 5.7% | 28.5% | 1.2% | -8.6%
CCCn1c2ccccc2c2cnn(CC(=O)N(C)c3ccccc3CC)c(=O)c21 | -5.9 | -16.9% | 5.6% | 26.0% | -4.0% | -13.3% | 8.4% | 4.6% | 7.7%
Cn1c(N)c(C(=O)COC(=O)[C@H](Cc2ccccc2)N2C(=O)c3ccccc3C2=O)c(=O)n(C)c1=O | -3.3 | -16.8% | 1.9% | -7.3% | -3.2% | 2.3% | -19.4% | -3.6% | -16.0%
COC(=O)C(C)N(C#N)c1nc(NC(C)C)nc(SC)n1 (stereo not drawn) | -4.4 | -7.8% | 0.5% | 13.4%[57.1 µM] | 1.3% | 11.3% | -35.0% | 1.2% | -9.2%
O=C(CSc1cccc[n+]1[O-])Nc1cc([N+](=O)[O-])ccc1Cl | 0.5 | -3.6% | 1.3% | -0.4%[57.1 µM] | -3.7% | 0.0% | -11.3% | 3.2% | -15.0%
CC(C)(C)NC(=O)C1CCN(c2nc3ccccc3nc2C(F)(F)F)CC1 | -6.0 | -15.3% | 5.4% | 15.6%[57.1 µM] | -3.0% | -17.5% | 9.7% | 0.0% | 3.1%[57.1 µM]
COc1ccc(NC(=O)COC(=O)CCc2ccc(S(=O)(=O)N3CCOCC3)cc2)c(OC)c1 | -14.6 | -15.7% | 0.8% | 37.8%[activator] | -2.6% | -4.6% | 4.8% | -7.5% | 7.1%
O=C(Nc1cccc(F)c1)c1cc(S(=O)(=O)NCCC2=CCCCC2)ccc1F | -2.0 | -27.2% | -3.8% | 0.8% | -5.4% | 2.5% | 1.9% | -11.2% | -8.2%
COC(=O)/C=C1\S/C(=N/N=C/c2ccco2)NC1=O | -2.7 | -24.3% | -0.5% | -12.6% | -5.4% | 4.5% | 3.6% | -1.5% | -17.7%
COc1ccc(-c2ccc(CCC(=O)O)n2C(C)C)cc1 | -12.6 | -31.8% | -3.4% | ? | -1.0% | -4.1% | -5.0% | -9.2% | 58.8%[activator]
CCOC(=O)c1c(NC(=O)c2cc(=O)c3cc(C)ccc3o2)sc2c1CCCC2 | -0.6 | -14.4% | -0.7% | 16.1% | -1.6% | 19.6% | 5.9% | -0.2% | 3.4%
N#Cc1nc(COc2ccccc2F)oc1NCCCn1ccnc1 | -3.1 | -7.9% | 8.3% | ? | 6.7% | 13.9% | 19.8% | 3.2% | -1.5%
Cc1oc(-c2ccc(F)cc2F)nc1CN1CCN(C(=O)c2ccco2)CC1 | 3.6 | -23.6% | -0.9% | / | 0.5% | 4.1% | / | 0.7% | /
O=C(COC(=O)c1c(F)cccc1F)NCc1ccc2c(c1)OCO2 | -5.7 | -21.4% | 0.2% | 19.5% | -1.2% | 9.2% | -2.2% | -14.5% | 5.0%
Cc1sc2nc(CSc3ncn[nH]3)[nH]c(=O)c2c1C | -24.4 | -19.6% | 7.4% | 11.6%[57.1 µM] | 0.4% | -3.2% | 12.7% | 1.6% | -1.0%[57.1 µM]
CC1CCCCC1NC(=O)Cn1nnc2ccccc2c1=O (stereo not drawn) | 2.0 | -5.8% | 1.3% | 14.3%[57.1 µM] | -0.2% | 5.7% | -40.6% | -4.9% | -3.1%[57.1 µM]
Cc1ncc(CN2CCC(C(=O)Nc3ccc(Oc4cccnc4)cc3)CC2)cn1 | -3.2 | 2.5% | 0.0% | 29.6% | -2.5% | -0.1% | 8.0% | -0.2% | 8.3%[57.1 µM]
CCS(=O)(=O)C1=NN2C(=N)/C(=C\c3ccc(OS(=O)(=O)c4ccccc4)cc3)C(=O)N=C2S1 | -6.8 | -22.8% | -9.4% | ? | 1.7% | ? | ? | -0.2% | -12.6%
CCCCn1c(N)c(N(CC)C(=O)c2cnc(C)cn2)c(=O)[nH]c1=O | -7.2 | -2.1% | 10.2% | 6.7% | -1.1% | -3.9% | -1.0% | -1.0% | -3.4%
Cc1cc(C)n(-c2ccc(C(=O)OCC(=O)NC(c3ccccc3)c3ccccc3)cc2)n1 | -10.8 | -18.3% | -4.6% | ? | -5.2% | 6.7% | ? | -1.0% | -9.5%
CCOC(=O)C1CCN(C(=O)c2cc3cc(C)ccc3[nH]2)CC1 | -2.3 | -21.1% | 3.2% | 14.6% | 2.0% | 0.2% | -1.4% | 1.0% | 0.7%
Nc1cc(=O)[nH]c(=S)[nH]1 | -8.8 | / | / | -7.0% | 0.0% | / | / | 2.2% | -6.0%
O=C(CSc1nnc(-c2ccco2)n1Cc1ccccc1)c1ccc(F)cc1 | -3.2 | -19.6% | 1.9% | ? | 2.7% | -4.6% | -20.2% | -0.2% | -2.4%
Cc1ccc(-c2nnc(SCC(=O)CC(=O)Nc3ccccc3)n2-c2ccccc2)cc1 | 0.0 | -27.9% | -4.1% | -26.1% | 2.2% | -1.0% | -42.6% | 3.0% | -6.3%
CSc1ncccc1C(=O)OCC(=O)NCCc1ccccc1 | -3.2 | -20.5% | -3.8% | 18.8% | 0.1% | -9.1% | 2.4% | -4.9% | 5.0%
c1ccc(C2C/C(=N\N3CCOCC3)c3ccccc3O2)cc1 (stereo not drawn) | -1.9 | -21.2% | -4.3% | -10.5% | -4.4% | 0.8% | 10.8% | -6.1% | -11.8%

Compound activity (PubChem BioAssay)
